Bioassay records: PubChem BioAssay, National Center for Advancing Translational Sciences (NCATS)
Eya2 inh: qHTS Assay for Inhibitors of the Phosphatase Activity of Eya2; Protein phosphatase EYA2 (Homo sapiens), O00167; recombinant Eya2, OMFP fluorescence dephosphorylation (OMFP is methylfluorescein phosphate); Potency, µM (highest dose often 76.9 µM), inactives show at the top dose activity, negative = inhibition, actives largely listed as inhibitors; 0.006% of 330,000 active; AID 488837, 2010; also: potency is read from the fitted curve at half-maximal effect; % is scaled to controls: 0 for no effect and ±100 for the full control effect
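Eya2 protein (added as 0.2 uM solution) was preincubated with compound for 10 min at ambient temperature in 50 mM HEPES pH 7.5, 50 mM NaCl, 5 uM MgCl2, 0.05% BSA, 1 mM DTT. OMFP (added at 50 uM) then reacted 10 min; fluorescence read at 485/525 nm.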
Tb PFK block: qHTS Assay to Find Inhibitors of T. brucei phosphofructokinase | Potency, µM (doses to about 57.5 µM), inactives show at the highest dose activity, negative = inhibition, usual class: inhibitors | 0.17% of 330,000 active | T. brucei PFK, ADP-Glo luminescence | AID 485367, 2010;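 also: potency is read from the fitted curve at half-maximal effect; 0% = uninhibited 1x PFK enzyme wells and -100% = no-enzyme wells; nearly all actives have a fitted effect of over 60% in size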
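PFK 1.25 nM, F6P 0.5 mM, ATP 0.1 mM, 0.1 M TEA pH 8.0, 5 mM MgCl2, 0.01% Tween20, 0.1% BSA; 45 min RT. ADP-Glo readout. qHTS titration up to 57 uM; curves fitted, compounds curve-classed.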
TSHR antag: Antagonists of the Thyroid Stimulating Hormone Receptor: HTS campaign. activity change, negative = inhibition, % at 11.5 µM. AID 504810, 2011. Thyrotropin receptor (Homo sapiens), P16473. TSHR-expressing cells, TSH-stimulated cAMP HTRF, 2 h; stronger effect = lower value. 0.2% of 330,000 active;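 active = activity change below a set negative limit, meaning inhibition stronger than a set level, cut at about -70% in these data; inconclusive = activity change between two set negative limits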; also: % is scaled to controls: 0 for no effect and ±100 for the full control effect
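Competitive HTRF cAMP read-out (cryptate anti-cAMP antibody, cAMP-d2; 30 min, room temperature) in freshly harvested TSHR cells. Compounds added before TSH at EC80 (4nM final), followed by 2 hours' incubation at 37 deg C.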
TCR activator: Activators of T cell receptors: qHTS campaign | primary human leukocytes, anti-CD3, IL-2 HTRF, 48 h | Potency, µM (top dose mostly 9.22 µM), for the others: top-dose activation of IL-2 secretion, actives largely listed as activators | 330,000 tested, under 10 active; also: % of control where 0% means no effect
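Readout: HTRF IL-2, Eu-cryptate/d2 antibody pair, 320nm excitation, 665nm emission. Stimulus: a-CD3 beads, no co-stimulation. Cells: primary human leukocytes. Exposure: 48 hr with compound.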
TSG101-PTAP inh: qHTS Assay for Iinhibitors of HIV-1 Budding by Blocking the Interaction of PTAP/TSG101 | Tumor susceptibility gene 101 protein (Homo sapiens), Q99816 | Fluorescence polarization, FITC-PTAP peptide / Tsg101 binding | Potency, µM (series often up to 115 µM), for inactives: at the highest dose activity change, negative = inhibition, hits mostly inhibitors | 340,000 tested, under 10 active; active = well fitted inhibition curve with a large enough effect in the main read-out, with a control signal flat, not every such curve was filed as active; inconclusive = small, poorly fitted or top-dose-only effect, or effect the other way, or a change in a side signal; inactive = no such curve, though single readings can be large or run the other way; also: potency is read from the fitted curve at half-maximal effect; % of control where 0% means no effect
Target sequence (Q99816 whole entry, looked up): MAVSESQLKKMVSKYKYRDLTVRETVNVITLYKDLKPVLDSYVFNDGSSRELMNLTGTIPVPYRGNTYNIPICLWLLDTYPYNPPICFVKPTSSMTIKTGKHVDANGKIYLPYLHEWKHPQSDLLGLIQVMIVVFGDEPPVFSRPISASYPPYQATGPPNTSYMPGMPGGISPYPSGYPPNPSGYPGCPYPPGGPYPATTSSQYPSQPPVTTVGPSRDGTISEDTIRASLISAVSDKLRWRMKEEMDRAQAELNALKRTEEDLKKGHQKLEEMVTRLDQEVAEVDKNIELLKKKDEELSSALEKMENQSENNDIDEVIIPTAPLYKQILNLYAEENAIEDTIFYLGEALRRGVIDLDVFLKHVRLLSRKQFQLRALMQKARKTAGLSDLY
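Fluorescence polarization binding of Tsg101 binding domain (10 uM final) to FITC-labeled PTAP peptide (50 nM final) in HEPES pH 7.5 buffer with NaCl, Tween 20, EDTA, TCEP. Compounds added before peptide; binding 20 min at RT.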
ASM inhibitor: Inhibitors of Secretory Acid Sphingomyelinase (S-ASM): qHTS; placental ASM, HMU-PC fluorogenic substrate, 60 min; Potency, µM (top dose mostly 57.5 µM), for inactives: at the highest dose activity change, negative = inhibition, hits mostly inhibitors; 0.006% of 340,000 active; also: potency is read from the fitted curve at half-maximal effect
Target sequence (P17405 47-631 limits assumed): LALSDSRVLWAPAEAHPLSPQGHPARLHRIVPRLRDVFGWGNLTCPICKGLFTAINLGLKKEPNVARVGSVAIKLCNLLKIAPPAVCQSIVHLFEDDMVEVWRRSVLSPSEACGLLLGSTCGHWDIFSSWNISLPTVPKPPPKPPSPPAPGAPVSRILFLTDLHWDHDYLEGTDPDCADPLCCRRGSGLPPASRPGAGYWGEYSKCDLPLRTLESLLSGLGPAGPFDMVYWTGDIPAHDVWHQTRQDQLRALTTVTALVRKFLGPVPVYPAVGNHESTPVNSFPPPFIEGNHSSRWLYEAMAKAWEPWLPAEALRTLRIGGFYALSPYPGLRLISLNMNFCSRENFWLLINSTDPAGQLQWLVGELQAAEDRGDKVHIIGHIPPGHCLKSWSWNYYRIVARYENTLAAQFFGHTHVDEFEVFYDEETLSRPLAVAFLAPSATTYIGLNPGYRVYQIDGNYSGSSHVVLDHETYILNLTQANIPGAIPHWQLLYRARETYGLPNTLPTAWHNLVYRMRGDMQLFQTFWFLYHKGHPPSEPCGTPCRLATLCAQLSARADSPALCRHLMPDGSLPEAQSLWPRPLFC
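Fluorogenic HMU-PC substrate (9 uM final) is turned over by placental ASM in 60 min at 37 C after a 10 min compound preincubation. Reaction ended by alkaline stop (pH 10), with fluorescence read at 386/447 nm.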
Mito fusion yeast: qHTS Assay for Small Molecule Inhibitors of Mitochondrial Division or Activators of Mitochondrial Fusion | S. cerevisiae fusion-defective mutant growth rescue, CellTiterGlo 48 h | Potency, µM (series often up to 46.1 µM), inactives show top-dose growth rescue (activation), most hits filed as activators | 0.23% of 320,000 active | AID 485298, 2010;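 also: potency is read from the fitted curve at half-maximal effect; % of control where 0% means no effect; nearly all actives have a fitted effect of over 45% in size; temperature-sensitive fusion mutants such as fzo1-1 at 37 °C on non-fermentable ethanol glycerol medium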
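Temperature-sensitive fusion-defective S. cerevisiae (e.g. fzo1-1, mgm1-5) were grown with compound in YPEG medium (3% ethanol, 3% glycerol) for 48 hours at 37C. Growth rescue was measured as viability by CellTiterGlo luminescence after 10 minutes at ambient.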
Chronic BCR inh: qHTS Assay to Find Inhibitors of Chronic Active B-Cell Receptor Signaling | ABC-DLBCL IkBa-CBG/CBR reporter, luminescence ratio, 4 h | Potency, µM (series often up to 46.1 µM), inactives show at the top dose ratio change, negative = lower green/red ratio, usual class: inhibitors | 0.05% of 340,000 active | AID 493014, 2011; active = well fitted inhibition curve with a large enough effect in the signal ratio, with a control signal flat, not every such curve was filed as active; inconclusive = small, poorly fitted or top-dose-only effect, or effect the other way, or a change in a side signal; the % refers to the signal ratio;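 also: potency is read from the fitted curve at half-maximal effect; plate controls were basal doxycycline-induced cells for no effect and cells given 10 µM MG132 for full effect; MG132 reads +100%, hits lower the ratio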
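Concentration-response series (up to 46 uM) were applied to TMD8 dual-reporter cells for 4 h at 37C with doxycycline. Green/red ratio, after filter-overlap correction, defined %Activity; red signal alone was normalised to basal cells and zero luminescence.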
A-T KAP1 phos: qHTS Assay for Identifying a Potential Treatment of Ataxia-Telangiectasia | 0.19% of 320,000 active | Potency, µM (titrated, usually from 57.5 µM), without a hit: at the top dose activation, usual class: activators | […] A-T fibroblasts, KAP-1 phosphorylation AlphaLISA; neocarzinostatin DNA damage 30 min before lysis; also: potency is read from the fitted curve at half-maximal effect; % of control where 0% means no effect; nearly all actives have a fitted effect of over 45% in size
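hTERT-immortalized A-T patient fibroblasts ([…]), 500 cells/well in OPTI-MEM, 1% FBS, got compounds for 60 min, then NCS for 30 min at 37C. Lysates were then assayed for phospho-KAP-1 by AlphaLISA (anti-pKAP1 donor, anti-KAP1 acceptor beads), 6 hr at 25C.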
ELG1 DNA repair: qHTS screen for small molecules that inhibit ELG1-dependent DNA repair in human embryonic kidney (HEK293T) cells expressing luciferase-tagged ELG1 | HEK293T ELG1-luciferase reporter, luminescence, 16 h; DNA damage induced by 5-fluorouridine | 2.3% of 330,000 active | Potency, µM (titrated, usually from 46.1 µM), inactives show at the top dose activity change, negative = inhibition, usual class: inhibitors; also: potency is read from the fitted curve at half-maximal effect; % is scaled to controls: 0 for no effect and ±100 for the full control effect; nearly all actives have a fitted effect of over 55% in size
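HEK293T cells expressing luciferase-tagged ELG1 (2,000/well) received 5-Fluorouridine plus compound or DMSO for 16 hr at 37 °C. Luciferase was read by ONE-Glo luminescence after 30 min at room temperature.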
a7 integrin act: qHTS for Activators of Integrin-Mediated Alleviation for Muscular Dystrophy. alpha7betagal myoblasts, beta-gal FDG fluorescence, 48 h. Potency, µM (series often up to 38.3 µM), for inactives: top-dose activation, actives largely listed as activators. 0.064% of 350,000 active. AID 624291, 2012;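 also: potency is read from the fitted curve at half-maximal effect; 100% = response of the positive control SU9516; nearly all actives have a fitted effect of over 60% in size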
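Alpha7betagal+/- myoblasts (passage 13) were plated 16-24 hr, then exposed to compounds (1:260 dilution of DMSO stock) for 48 hours at 37C. After MPER lysis, β-galactosidase reporter activity was read as FDG fluorescence (ex 480/em 540) after 30 minutes.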
Numbers without * were called inactive; [ ] = another dose, or the depositor's remark. Unless noted, calls follow the shape of the dose curve; as a rule, active = well fitted curve in the direction sought with a large enough effect; inconclusive = small, poorly fitted or top-dose-only effect, or another doubt; inactive = no such curve, though single readings can be large; an effect the other way counts as inactive or inconclusive.

How did Cc1ccc(NS(=O)(=O)c2ccc(C(=O)N3CC(C)CC(C)C3)cc2)cc1 (centres undefined) do in these assays?
Eya2 inh: -20%; Tb PFK block: 1%; TSHR antag: 7; TCR activator: -10%; TSG101-PTAP inh: -3%; ASM inhibitor: 0%; Mito fusion yeast: 16%; Chronic BCR inh: -27%; A-T KAP1 phos: 8%; ELG1 DNA repair: -6%; a7 integrin act: -49%[inhibitor]

What do the screens show for `C/C(=N\NC(=O)COc1ccc(C)cc1Br)c1cc([N+](=O)[O-])cs1`?
Eya2 inh: -6%; Tb PFK block: 1%; TSHR antag: -12; TCR activator: -3%; TSG101-PTAP inh: 0%; ASM inhibitor: -4%; Mito fusion yeast: 13%; Chronic BCR inh: inconclusive; A-T KAP1 phos: -5%; ELG1 DNA repair: inconclusive; a7 integrin act: -9%

What do the screens show for `O=C(CN1CCSCC1)N/N=C/c1ccc(F)cc1F`?
Eya2 inh: -8%; Tb PFK block: -11%; TSHR antag: 2; TCR activator: -3%; TSG101-PTAP inh: -2%; ASM inhibitor: -2%; Mito fusion yeast: -1%; Chronic BCR inh: inconclusive; A-T KAP1 phos: -3%; ELG1 DNA repair: inconclusive; a7 integrin act: 7%

Results for Cc1[nH]c2ccccc2c1C(=O)COC(=O)C1CCC(=O)N1 (centres undefined) ?
Eya2 inh: -7%; Tb PFK block: -2%; TSHR antag: -5; TCR activator: 4%; TSG101-PTAP inh: -2%; ASM inhibitor: 0%; Mito fusion yeast: -1%; Chronic BCR inh: 2%; A-T KAP1 phos: 2%; ELG1 DNA repair: -6%; a7 integrin act: -6%

How did CCc1ccc(NC(=O)c2cc(C)nn2-c2ccccc2)cc1 do in these assays?
Eya2 inh: -4%; Tb PFK block: 4%; TSHR antag: 0; TCR activator: -7%; TSG101-PTAP inh: 1%; ASM inhibitor: -3%; Mito fusion yeast: -18%; Chronic BCR inh: 3%; A-T KAP1 phos: -18%; ELG1 DNA repair: 0%; a7 integrin act: -11%

How did CCn1c(SCC(=O)NC2CCCc3ccccc32)nnc1-c1cccs1 (centres undefined) do in these assays?
Eya2 inh: 5%; Tb PFK block: 0%; TSHR antag: 2; TCR activator: -7%; TSG101-PTAP inh: -6%; ASM inhibitor: 5%; Mito fusion yeast: 0%; Chronic BCR inh: -1%; A-T KAP1 phos: 0%; ELG1 DNA repair: -6%; a7 integrin act: 23%

What do the screens show for `COc1ccccc1NC(=O)CSCC(=O)N1c2ccccc2CCc2ccccc21`?
Eya2 inh: -20%; Tb PFK block: -1%; TSHR antag: 11; TCR activator: 5%[46.1 µM]; TSG101-PTAP inh: -7%; ASM inhibitor: -1%; Mito fusion yeast: inconclusive; Chronic BCR inh: inconclusive; A-T KAP1 phos: -2%; ELG1 DNA repair: inconclusive; a7 integrin act: -5%

How did CCN(CC)S(=O)(=O)c1cccc(C(=O)OCC(=O)c2ccc3c(c2)NC(=O)CO3)c1 do in these assays?
Eya2 inh: -15%; Tb PFK block: -5%; TSHR antag: -10; TSG101-PTAP inh: -4%; ASM inhibitor: -15%; Mito fusion yeast: -3%; Chronic BCR inh: -13%; A-T KAP1 phos: 13%; ELG1 DNA repair: inconclusive; a7 integrin act: -24%

How did COCCCNCCCCOc1ccc(C)cc1[N+](=O)[O-] do in these assays?
Eya2 inh: -8%; Tb PFK block: 1%; TSHR antag: 10; TCR activator: 0%[46.1 µM]; TSG101-PTAP inh: -5%; ASM inhibitor: -4%; Mito fusion yeast: 0%; Chronic BCR inh: -8%; A-T KAP1 phos: -2%; ELG1 DNA repair: -5%; a7 integrin act: -6%

Results for CCc1ccc(OC(C)C(=O)N(Cc2ccco2)C2CCS(=O)(=O)C2)cc1 (centres undefined) ?
Eya2 inh: 4%; Tb PFK block: -1%; TSHR antag: -5; TCR activator: 3%; TSG101-PTAP inh: -8%; ASM inhibitor: 0%; Mito fusion yeast: 6%; Chronic BCR inh: 2%; A-T KAP1 phos: 0%; ELG1 DNA repair: -1%; a7 integrin act: -14%

Results for Cc1cccc(NC(=O)c2ccc(NCC3CCCO3)c([N+](=O)[O-])c2)c1 (centres undefined) ?
Eya2 inh: -1%; Tb PFK block: 4%; TSHR antag: -14; TCR activator: -3%[46.1 µM]; TSG101-PTAP inh: -1%; ASM inhibitor: -19%; Mito fusion yeast: 3%; Chronic BCR inh: 7%; A-T KAP1 phos: 15%; ELG1 DNA repair: inconclusive; a7 integrin act: -13%

How did O=C(O)c1[nH]c2ccccc2c1CC(=O)N1CCOCC1 do in these assays?
Eya2 inh: -3%; Tb PFK block: 1%; TSHR antag: -4; TCR activator: 1%; TSG101-PTAP inh: -6%; ASM inhibitor: 2%; Mito fusion yeast: -1%; Chronic BCR inh: 2%; A-T KAP1 phos: 0%; ELG1 DNA repair: 2%; a7 integrin act: 5%

Results for Nc1nnc(CSCc2ccc(F)cc2)s1 ?
Eya2 inh: -15%; Tb PFK block: -2%; TSHR antag: 6; TCR activator: 0%; TSG101-PTAP inh: -2%; ASM inhibitor: 0%; Mito fusion yeast: -2%; Chronic BCR inh: inconclusive; A-T KAP1 phos: -8%; ELG1 DNA repair: inconclusive; a7 integrin act: -5%

What do the screens show for `C/C(=N\N1CCN(Cc2ccccc2)CC1)c1ccco1`?
Eya2 inh: 7%; Tb PFK block: 4%; TSHR antag: -8; TCR activator: 4%; TSG101-PTAP inh: -10%; ASM inhibitor: 7%; Mito fusion yeast: -2%; Chronic BCR inh: 1%; A-T KAP1 phos: 0%; ELG1 DNA repair: inconclusive; a7 integrin act: inconclusive

Results for O=C(CNC(=O)OCc1ccccc1)NC1CCCCNC1=O (centres undefined) ?
Eya2 inh: 6%; Tb PFK block: 3%; TSHR antag: 3; TCR activator: 1%; TSG101-PTAP inh: 4%; ASM inhibitor: -4%; Mito fusion yeast: 2%; Chronic BCR inh: 1%; A-T KAP1 phos: -5%; ELG1 DNA repair: 15%; a7 integrin act: 6%

How did COc1ccccc1NC(=O)COC(=O)CCc1ccc(S(=O)(=O)N2CCOCC2)cc1 do in these assays?
Eya2 inh: -18%; Tb PFK block: -9%; TSHR antag: -20; TCR activator: -2%; TSG101-PTAP inh: 0%; ASM inhibitor: -1%; Mito fusion yeast: -2%; Chronic BCR inh: inconclusive; A-T KAP1 phos: -7%; ELG1 DNA repair: 13%; a7 integrin act: 7%

How did CC(NC(=O)C1CCCCC1)C(c1cccs1)N1CCN(C)CC1 (centres undefined) do in these assays?
Eya2 inh: -1%; Tb PFK block: -3%; TSHR antag: 11; TCR activator: -1%; TSG101-PTAP inh: -6%; ASM inhibitor: 1%; Mito fusion yeast: -2%; Chronic BCR inh: -2%; A-T KAP1 phos: -57%[inhibitor]; ELG1 DNA repair: 20%; a7 integrin act: 0%

Results for COc1ccccc1C(=O)N1C(CC(=O)Nc2ccccc2C)C(=O)NC2CCCCC21 (centres undefined) ?
Eya2 inh: 17%; Tb PFK block: 0%; TSHR antag: -11; TCR activator: 2%; TSG101-PTAP inh: 0%; ASM inhibitor: 0%; Mito fusion yeast: -2%; Chronic BCR inh: 0%; A-T KAP1 phos: -8%; ELG1 DNA repair: -5%; a7 integrin act: 7%
